# High-throughput results (PubChem)
# IDE act: IDE (human) activation, cell-based. activation, % at 5.96 µM. 340,000 compounds, 0.073% hits. P14735. AID 493087. HEK cells, FAbeta-B cleavage, fluorescence polarization; 0% vehicle, 100% cell-free pure enzyme wells;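 active = activation above the mean of all tested compounds plus 3 SD, set per screening campaign, cut at about 17% in these data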
# Target sequence (P14735 whole entry, looked up): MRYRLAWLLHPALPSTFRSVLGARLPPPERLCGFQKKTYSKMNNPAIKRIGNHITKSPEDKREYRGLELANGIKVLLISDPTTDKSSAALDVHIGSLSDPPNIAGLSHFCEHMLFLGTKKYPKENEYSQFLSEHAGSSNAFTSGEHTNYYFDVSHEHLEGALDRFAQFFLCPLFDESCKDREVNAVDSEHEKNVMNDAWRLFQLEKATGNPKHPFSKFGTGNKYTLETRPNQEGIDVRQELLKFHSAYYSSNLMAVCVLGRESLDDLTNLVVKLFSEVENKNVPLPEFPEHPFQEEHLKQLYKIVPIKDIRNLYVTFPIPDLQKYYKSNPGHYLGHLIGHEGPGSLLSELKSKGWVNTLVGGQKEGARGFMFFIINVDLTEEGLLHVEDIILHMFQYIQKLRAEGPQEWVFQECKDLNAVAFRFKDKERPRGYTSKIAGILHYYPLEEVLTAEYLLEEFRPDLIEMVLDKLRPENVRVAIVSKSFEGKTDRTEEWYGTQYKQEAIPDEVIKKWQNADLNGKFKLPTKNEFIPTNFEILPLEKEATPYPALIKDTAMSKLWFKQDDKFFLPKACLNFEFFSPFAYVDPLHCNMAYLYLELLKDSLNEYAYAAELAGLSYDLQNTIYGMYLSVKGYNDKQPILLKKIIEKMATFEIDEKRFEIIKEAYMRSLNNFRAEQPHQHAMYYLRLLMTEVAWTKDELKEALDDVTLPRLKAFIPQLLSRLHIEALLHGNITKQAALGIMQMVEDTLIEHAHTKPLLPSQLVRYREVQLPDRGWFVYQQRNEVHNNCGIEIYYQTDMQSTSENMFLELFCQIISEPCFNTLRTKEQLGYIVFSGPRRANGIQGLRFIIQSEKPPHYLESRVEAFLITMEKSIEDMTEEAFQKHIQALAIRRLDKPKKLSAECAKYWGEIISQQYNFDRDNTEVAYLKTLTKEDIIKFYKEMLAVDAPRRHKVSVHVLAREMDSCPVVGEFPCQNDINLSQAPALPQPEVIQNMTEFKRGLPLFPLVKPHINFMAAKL
# * hit, by the source's call. A portion of the library, so the mix of outcomes need not match the whole.
IDE act | Compound
-1 | COc1cc2oc(=O)cc(-c3cccc(-c4ccc(C(F)(F)F)cc4)c3)c2c(OC)c1OC
2 | Cc1ccc(S(=O)(=O)NCCC(=O)NNC(=O)c2ccccc2Cl)cc1C
-5 | COc1ccccc1N1CCN(CCCN2C(=O)C3CCCN3C2=O)CC1 (stereo unspecified)
5 | CC1CCCN(C(=O)Cn2c(=O)oc3cc(S(=O)(=O)N4CCCCC4C)ccc32)C1 (stereo unspecified)
0 | COC(=O)C1C2CC(=O)C(C2)C1C(=O)OC (stereo unspecified)
-15 | CC(=O)OCC(=O)C1CCC2C3CCC4=CC(=O)C=CC4(C)C3CCC12C (stereo unspecified)
0 | CN(C(=O)c1cccc(NC(=O)Cc2cccc(NC(=O)C3CCN(C(=O)C4CCC4)CC3)c2)c1)C1CCC1
5 | CCCN=C1N(CC)C[C@@H]2[C@@H]3C(=O)N(C)C(=O)[C@@H]3[C@](Cc3ccccc3)(C(=O)OC)N12
3 | Cc1nnc(NS(=O)(=O)c2ccc(F)cc2)s1
3 | O=c1ccncn1C1OC(CO)C(O)C1O (stereo unspecified)
0 | O=C(Cc1cccc(NC(=O)C2CCCN(C(=O)C3CCCCC3)C2)c1)Nc1ccc(C(=O)N2CCCCC2)cc1 (stereo unspecified)
-1 | CCN(CC(=O)Nc1c(F)cccc1F)C(=O)c1ccc(S(=O)(=O)N(CC)c2ccccc2)cc1
3 | CC1CC(C)CN(C(=O)c2cccc(S(=O)(=O)N(C)c3ccccc3)c2)C1 (stereo unspecified)
4 | O=C1c2cc([N+](=O)[O-])ccc2-c2cc(Cl)c(NC(=O)C(F)(F)F)cc21
-2 | CCOC(=O)C(Cc1cc(N)c(Oc2ccc(OC)cc2)c(N)c1)NC(C)=O (stereo unspecified)
-6 | O=S(=O)(/N=S1\CC=CCN1S(=O)(=O)c1ccccc1)c1ccccc1 (stereo unspecified)
-2 | COc1ccc(/C=C2\C(=O)NC(=O)c3ccccc32)cc1OC
2 | Cc1ccc(S(=O)(=O)NCc2ccccc2)cc1C(=O)NC(C)c1ccc(S(N)(=O)=O)cc1 (stereo unspecified)
3 | O=C(C[n+]1cccc(C(=O)N/N=C/c2cccc([N+](=O)[O-])c2)c1)c1ccccc1
-1 | O=C1Nc2ccccc2C1=Nc1ccc2[nH]c3ccccc3c2c1

# Of the compounds above, 2 contain a CF3 group.
IDE act | Compound
-1 | COc1cc2oc(=O)cc(-c3cccc(-c4ccc(C(F)(F)F)cc4)c3)c2c(OC)c1OC
4 | O=C1c2cc([N+](=O)[O-])ccc2-c2cc(Cl)c(NC(=O)C(F)(F)F)cc21

# Other records.
IDE act | Compound
1 | CC(C)C[C@@H](CN)NC(=O)c1nc[nH]c1C(=O)N[C@@H](C)C(=O)CNC[C@H](CC(C)C)NC(=O)c1nc[nH]c1C(=O)N[C@@H](Cc1ccccc1)C(=O)O
3 | CCSc1nnc(NC(=O)CN2C(=O)N(C)C3(CCCCC3)C2=O)s1
5 | Cc1cc(-c2ccccc2)cc(C)n1
3 | CC(C)CC1C(=O)N(Cc2cn(CC3CCCCC3)nn2)CCS(=O)(=O)N1Cc1ccc(-c2cccc(C#N)c2)cc1 (stereo unspecified)
2 | CCN1C(=O)[C@H]2[C@H]3CN=C(SC)N3[C@@](Cc3ccccc3)(C(=O)OC)[C@H]2C1=O
-4 | COc1ccc(OC)c(/C=C/C(=O)OCC(=O)N2CCN(S(=O)(=O)c3ccc(C)cc3C)CC2)c1
1 | Cn1ncc2c(NCCO)nc(Cl)nc21
3 | CCN(CC(=O)Nc1c(Cl)cccc1Cl)C(=O)C1CCN(c2ncnc3sc(C)c(C)c23)CC1
1 | COc1ccc(CCN(C)C(=O)c2cccc(S(=O)(=O)N3CCN(c4ccc(F)cc4)CC3)c2)cc1OC
4 | CCOC(=O)C1=C(N)n2c(s/c(=C\c3cccnc3)c2=O)=C(C#N)C1c1cccnc1 (stereo unspecified)
-1 | COc1ccccc1N(C)S(=O)(=O)c1ccc(C(=O)NNC(=O)c2ccccc2O)cc1
3 | CN(C)c1ncnc2c1ncn2C1CCCO1 (stereo unspecified)
-3 | CCOC(=O)N1CCC(NS(=O)(=O)c2cc3c(cc2Br)CCN3C(=O)CC)CC1
3 | COc1ccc(OCc2nnc(SC(C)C(=O)Nc3ccc(N4CCOCC4)cc3)n2C)cc1 (stereo unspecified)
5 | CC(C)(C)S(=O)(=O)N1C[C@@H]2C(=CC[C@H]3C(=O)N(c4ccccc4)C(=O)[C@@H]23)[C@@H]1CCO
2 | COc1ccc(CCC(=O)Nc2cccc(S(=O)(=O)N3CCCCCC3)c2)cc1
-20 | CCN(c1ccccc1)c1nc(Cl)nc2c1cnn2C
-11 | ON=C1c2ccccc2-c2cc(Br)ccc21
-1 | CC(C)(C)OC(=O)N1CCCC(C(=O)Nc2cccc(C(=O)NCc3ccccc3)c2)C1 (stereo unspecified)
2 | COCCN(C(=O)COC(=O)CCCc1c[nH]c2ccccc12)c1c(N)n(Cc2ccccc2)c(=O)[nH]c1=O

# Sorted by count of non-hydrogen atoms (lowest first): 5 of the compounds above
IDE act | Compound
1 | Cn1ncc2c(NCCO)nc(Cl)nc21
2 | CCN1C(=O)[C@H]2[C@H]3CN=C(SC)N3[C@@](Cc3ccccc3)(C(=O)OC)[C@H]2C1=O
-1 | COc1ccccc1N(C)S(=O)(=O)c1ccc(C(=O)NNC(=O)c2ccccc2O)cc1
3 | COc1ccc(OCc2nnc(SC(C)C(=O)Nc3ccc(N4CCOCC4)cc3)n2C)cc1 (stereo unspecified)
2 | COCCN(C(=O)COC(=O)CCCc1c[nH]c2ccccc12)c1c(N)n(Cc2ccccc2)c(=O)[nH]c1=O

# Additional entries follow.
IDE act | Compound
5 | CC(CCN1CCC(CN2C(=S)NCC2Cc2ccccc2)CC1)c1ccccc1 (stereo unspecified)
5 | Nc1ccc2c(c1)C(=NO)c1ccccc1-2
0 | Nc1c(Br)cc2c([nH]c(=O)c3ccccc32)c1Br
1 | CC[C@H]1C(=O)[C@@H](Cc2ccccc2)[C@@H]2CCN3C(=O)CCC[C@H]1[C@H]23
4 | O=C(CCCCCCCC(=O)N1CCCC1)N1CCCC1
4 | CN(C)CCN=Cc1c(O)n(-c2ccc(S(=O)(=O)N3CCOCC3)cc2)c(=O)c2ccccc12
0 | CCc1ccc(C(=O)CCC(=O)Nc2cccc(S(=O)(=O)N3CCCCC3)c2)cc1
6 | O=C1CCc2cccc(O)c2N1
4 | COc1cc2c(cc1OC)C(C(N)=O)NCC2 (stereo unspecified)
1 | COCCN(CC(=O)Nc1cccc(C)c1C)C(=O)Cn1cnc2ccccc2c1=O
4 | Cc1cc(-c2ccc([N+](=O)[O-])cc2)cc(C)n1
-2 | CN1OC[C@@H]2CN(Cc3ccccc3)[C@H](c3cccc(Oc4ccccc4)c3)C[C@@H]21
-3 | O=C1c2ccccc2C(=O)N1CCCN1C(=O)c2ccccc2C1=O
9 | CC(C)C[C@@H](CN1CCCC1CN1C(=S)NC[C@@H]1Cc1ccc(O)cc1)N1C[C@H](Cc2ccc(O)cc2)N(CC2CCCCC2)C1=S (stereo partly specified)
-2 | CCCn1cnc2c(SCc3ccccc3Cl)nc(N)nc21
4 | CC(NC(=O)C1CCCC1)c1ccccc1 (stereo unspecified)
3 | CCOC(=O)N1C2C=CC(C2)N1C(=O)OCC
-3 | COc1ccc(C=CC(=O)c2cc(O)ccc2O)cc1
0 | CCOc1ccccc1NC(=O)COC(=O)C12CC3CC(CC(O)(C3)C1)C2
1 | COc1ccc(COCC(O)CN2CCN(S(=O)(=O)c3c(F)cccc3F)CC2)cc1OC (stereo unspecified)

IDE act | Compound
-3 | COc1ccc(Cn2c(C)nc3c(c2=O)c2nc4ccccc4nc2n3Cc2ccco2)cc1
2 | Cc1ccc(NC(=O)CN(C)C(=O)C2CCC2)cc1
-4 | O=C(O)c1cc2cc(S(=O)(=O)O)ccc2cc1O
1 | Cc1ccc(S(=O)(=O)n2oc(=O)c(C3CCCCC3)c2N)cc1
-1 | COc1ccc(F)cc1S(=O)(=O)N1CCC2(CC1)OCCN2S(=O)(=O)c1ccccc1
6 | C=CC[C@@H](CC(=O)N[C@H](CO)Cc1ccccc1)C(=O)N[C@H](COC(=O)[C@H](CC=C)CC(=O)OC(C)(C)C)Cc1c[nH]c2ccccc12
5 | COc1ccccc1[C@@H]1C(c2cccc(C)c2)=NN(c2ccc(Br)cc2)[C@H]1C(=O)N1CCOC1=O
-1 | O=C(Nc1ccn(CCCNCc2ccccn2)c(=O)n1)OCc1ccccc1
5 | CN(C(=O)c1ccc(NC(=O)Cc2cccc(NC(=O)C3CCCN(C(=O)C4CCC4)C3)c2)cc1)C1CC1 (stereo unspecified)
1 | COc1ccc(C(C(=O)NC(C)(C)C)N(C[C@H]2CC[C@@H]([C@@H]3CC[C@H](CO)O3)O2)C(=O)c2ccccc2)cc1 (stereo partly specified)
6 | O=[N+]([O-])c1c(O)c(Cl)cc(Cl)c1Cl (tested in a mixture with another compound)
-3 | C=CCOc1ccc2c(c1)CCC1C2CCC2(C)C(O)C(O)CC12 (stereo unspecified)
1 | C[C@@H]1ON(C)[C@H]2C[C@H]3c4cc(N5CCOCC5)ccc4CCN3C(=O)[C@@H]12
2 | O=C(COC(=O)CCC1CCCC1)Nc1cc(S(=O)(=O)N2CCOCC2)ccc1Cl
-1 | CC(C1=C(CCN(C)C)Cc2ccccc21)c1ccccn1 (stereo unspecified)
0 | Cc1cc(C(=O)CCC(=O)N(C)CC(=O)Nc2ccc(OC(F)(F)F)cc2)c(C)s1
-2 | O=C(O)c1ccccc1C=NN1CCCCCC1
1 | O=C1C(Cl)=C(NCc2ccco2)C(=O)c2ccccc21
2 | Cn1c(O)c(N=NC(=O)Cc2c[nH]c3ccccc23)c2ccccc21
2 | COC(=O)C1CN(Cc2ccccc2)C(=O)C1=O (stereo unspecified)

# Next section; it opens with the three that closed the last part.
IDE act | Compound
1 | O=C1C(Cl)=C(NCc2ccco2)C(=O)c2ccccc21
2 | Cn1c(O)c(N=NC(=O)Cc2c[nH]c3ccccc23)c2ccccc21
2 | COC(=O)C1CN(Cc2ccccc2)C(=O)C1=O (stereo unspecified)
5 | COc1ccc(-c2noc(CCC(=O)N3CCN(c4ccc(C(F)(F)F)cc4)CC3)n2)cc1
6 | CCC1(CC)C(=O)NC(=S)N=C1N
8 | Cc1ccc2c(Cl)cc(Cl)c(O)c2n1
2 | COc1ccc(C(=O)Nc2ccc(C)c(S(=O)(=O)N3CCOCC3)c2)cc1S(=O)(=O)N1CCCC1
-20 | CCn1c(=S)[nH]c2c(=O)n(C)c(=O)n(C)c21
-1 | Cn1c(=O)c2c(nc(CCC3CCCC3)n2C)n(C)c1=O
-4 | Cc1ccnn1-c1ccc(C(=O)OCC(=O)Nc2ccc(F)cc2)cc1
3 | NC(=O)c1ccc(NC(=O)COc2cccc3c2CCNC3=O)cc1
2 | Cc1ccccc1-c1ccccc1CN1[C@@H](C(C)C)COCCS1(=O)=O
-3 | CCN(CC)C(=O)Cn1cc([N+](=O)[O-])cc1[N+](=O)[O-]
2 | Cc1cccc(NC(=O)c2cc(S(=O)(=O)N3CCCCC3)ccc2Cl)n1
5 | Cc1ccc(C)c(N2CCN(C(=O)CCc3nc(-c4cccc(C(F)(F)F)c4)no3)CC2)c1
2 | Cc1ccc(S(=O)(=O)Oc2ccccc2)cc1
3 | Cc1ccc(N2C(=O)N(CC(=O)N3c4ccccc4CC3C)C(=O)C2C)cc1 (stereo unspecified)
2 | Cc1c(N)cccc1Cl
-3 | COc1cccc(C(=O)OCC(=O)NC2CCCc3ccccc32)c1O (stereo unspecified)
2 | N#CC1=C(N)Oc2cc(N)ccc2C1c1ccccc1 (stereo unspecified)
1 | CCN(C(=O)CSc1nnc(-c2ccccc2OC)n1N)c1c(N)n(Cc2ccccc2)c(=O)[nH]c1=O
1 | COc1ccc(-c2nc(SC(C)C(=O)NC3CC3)n[nH]2)cc1 (stereo unspecified)
1 | CCOc1ccc(NC(=O)CN(C)C(=O)C2CCN(C(=O)Nc3ccccc3)CC2)cc1OCC

IDE act | Compound
5 | CN(Cc1ccccc1Cl)C(=O)CCNC(=O)c1ccco1
3 | CN(C(=O)CSc1nnc(-c2cccs2)n1C1CC1)C1CCS(=O)(=O)C1 (stereo unspecified)
8 | COc1ccc(NC(=O)CSc2n[nH]c(=O)n2C2CC2)cc1Cl
2 | O=C1c2ccccc2C(=O)N1C1(C(=O)NC2(C(=O)O)CCCC2)CCCC1
-2 | S=C(Nc1ccccc1)N1CCN(c2ccccc2)CC1
-1 | COc1cc(O)c(C(=O)CC(=O)c2ccncc2)c(OC)c1
0 | CCCc1cc(=O)[nH]c(SCC(=O)Nc2sccc2C#N)n1
1 | O=C(OCC(O)C(O)C(O)COC(=O)c1ccccc1)c1ccccc1 (stereo unspecified)
-1 | O=C(CNC(=O)c1ccccc1)OCN1C(=O)c2ccccc2C1=O
0 | Cc1cc(NC(=O)COC(=O)[C@H](Cc2ccccc2)NC(=O)c2ccco2)no1
-4 | Cc1ccc(S(=O)(=O)Nc2ccc3ccccc3c2)cc1
-1 | COc1ccc2nc(SC(C)C(=O)NC3CCCC3)[nH]c2c1 (stereo unspecified)
-2 | O=C(CNC(=O)c1ccc(Br)o1)Nc1ccc(N2CCCCCC2)cc1
4 | O=C1c2ccccc2C(=O)N1CCCc1cn(C[C@H]2CC[C@H](Cn3cc(CCCN4C(=O)c5ccccc5C4=O)nn3)O2)nn1
3 | O=C(O)c1cccc2c1C(=O)N(c1ccc3c(c1)Cc1ccccc1-3)C2=O
2 | O=C1c2cc(Cl)ccc2-c2c(O)cc(Cl)cc21
-3 | c1ccc2n[nH]nc2c1
3 | Cc1ccc(NC(=O)COC(=O)c2ccc(C)c(S(=O)(=O)N3CCOCC3)c2)cc1
1 | COc1ccc(C2CC(c3ccccc3Br)=NN2c2ccc(S(N)(=O)=O)cc2)cc1 (stereo unspecified)
0 | CCC(C)NC(=O)C1(N2C(=O)c3ccccc3C2=O)CCCC1 (stereo unspecified)
-2 | CCc1noc(C)c1C(=O)N(CC(C)C)c1c(N)n(Cc2ccccc2)c(=O)[nH]c1=O
-1 | Cc1ccc(NS(=O)(=O)c2ccccc2)c(NS(=O)(=O)c2ccccc2)c1
